# HKDC1 inh – blocks human hexokinase HKDC1 activity | inhibition, % at 20 µM | Q2TB90 | 340,000 compounds, 0.16% hits | recombinant HKDC1, G6PDH/diaphorase resazurin coupled fluorescence;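 active = inhibition above about 35% when tested at 20 µM, limit read from the data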;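 also: plate controls were DMSO wells with enzyme for no effect and DMSO wells lacking enzyme for full effect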
#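 Test system: recombinant HKDC1 (HK5) hexokinase enzyme, produced in-house / Doses: 20 µM test compound, 1% DMSO / Timing: 90 min, room temperature / Detection: G6PDH/diaphorase-coupled fluorescence, 1 mM NADP, 100 µM resazurin, 525/613 nm / Control set: DMSO wells with and without enzyme mix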
# UBC13 polyUb – blocks human UBC13 polyubiquitin chain formation; TR-FRET; P61088; AID 485273; 330,000 compounds, 0.47% hits; inhibition, % at 20 µM; in the data active = inhibition above about 45%, passing the limit was not always enough; inconclusive = no clear call, values can overlap the other calls
# Target sequence (P61088 whole entry, looked up): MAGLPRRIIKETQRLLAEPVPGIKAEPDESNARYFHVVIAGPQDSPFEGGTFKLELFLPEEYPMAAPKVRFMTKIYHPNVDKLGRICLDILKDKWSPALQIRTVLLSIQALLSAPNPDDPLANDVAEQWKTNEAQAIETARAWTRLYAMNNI
# 697 NFkB inh – inhibitors of the PMA/ionomycin-induced NF-kB reporter in 697 B cells; 697 B-cell NF-kB luciferase reporter, 16 h; AID 435022; inhibition, % at 4 µM; 330,000 compounds, 0.33% hits; in the data active = inhibition above about 35%
# Apaf-1 inh – human Apaf-1 inhibition; O14727; reconstituted apoptosome caspase-3 activity, DEVD-Rh110 fluorescence; inhibition, % at 20 µM; 330,000 compounds, 0.71% hits; active = inhibition of at least 40% at 20 µM;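 also: plate controls were DMSO wells for no effect and DEVD-CHO caspase inhibitor wells for full effect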
#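 System: Apoptosome proteins | Medium: Hepes pH 7.5 with detergent and BSA | Also added: Cytochrome c trigger plus (Z-DEVD)2-Rh110 caspase-3 substrate | Incubation: 30 min compound preincubation, 50 min activation, room temperature | Detection: Rhodamine 110 fluorescence at Ex 480/Em 540 nm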
# SENP7 inh – SENP7 protease inhibition. Q9BQF6. recombinant SENP7, Z-RLRGG-aminoluciferin luminescence, 40 min. inhibition, % at 5 µM. 330,000 compounds, 1.5% hits;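 active = inhibition above about 50% at the single test dose, limit read from the data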;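 also: plate controls were DMSO with enzyme for no effect and no enzyme buffer wells for full effect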
# Target sequence (Q9BQF6 706-1050 limits assumed): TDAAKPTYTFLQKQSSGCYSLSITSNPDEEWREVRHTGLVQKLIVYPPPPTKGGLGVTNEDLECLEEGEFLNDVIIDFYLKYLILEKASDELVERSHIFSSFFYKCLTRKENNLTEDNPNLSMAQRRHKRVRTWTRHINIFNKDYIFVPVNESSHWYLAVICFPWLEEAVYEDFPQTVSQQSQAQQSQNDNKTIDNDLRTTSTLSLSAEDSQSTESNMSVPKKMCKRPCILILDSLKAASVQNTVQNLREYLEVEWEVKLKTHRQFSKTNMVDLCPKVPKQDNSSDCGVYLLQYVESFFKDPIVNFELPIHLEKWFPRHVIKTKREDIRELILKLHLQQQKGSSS
# Jurkat NFkB inh – inhibitors of the PMA/ionomycin-induced NF-kB reporter in Jurkat cells. PMA/ionomycin-induced NF-kB luciferase reporter, luminescence. inhibition, % at 4 µM. 330,000 compounds, 0.53% hits
# SENP8 block – SENP8 protease inhibition | Q96LD8 | purified SENP8, Z-RLRGG-aminoluciferin cleavage, luminescence | inhibition, % at 10 µM | 330,000 compounds, 1.2% hits
# Target sequence (Q96LD8 whole entry, looked up): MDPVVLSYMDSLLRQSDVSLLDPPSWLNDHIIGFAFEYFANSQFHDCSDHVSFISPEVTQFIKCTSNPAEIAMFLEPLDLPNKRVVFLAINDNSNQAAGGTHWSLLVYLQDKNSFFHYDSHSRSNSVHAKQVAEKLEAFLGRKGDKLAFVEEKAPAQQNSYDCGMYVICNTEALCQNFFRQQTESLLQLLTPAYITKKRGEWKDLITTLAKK
# Gli-Sufu block – Gli-Sufu pathway antagonism | Sufu-KO-LIGHT fibroblasts, Gli luciferase reporter luminescence | inhibition, % at 5 µM | 340,000 compounds, 0.74% hits;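 active = inhibition above about 55%, limit read from the data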;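 also: 0% = DMSO-treated cells and 100% = wells with medium but no cells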
# Numbers without * were called inactive; ? = inconclusive; . = not tested or not shown. Rule as the data show it, unless noted: active = inhibition above about 50%; inactive = the rest.
SMILES,HKDC1 inh,UBC13 polyUb,697 NFkB inh,Apaf-1 inh,SENP7 inh,Jurkat NFkB inh,SENP8 block,Gli-Sufu block
Cc1cc(C)cc(N(CCC(=O)Nc2nnc(C3CC3)s2)S(=O)(=O)c2ccc(Cl)cc2)c1,-2,-10,-19,31,1,19,-10,7
CC(C)(C)c1ccc(C(CC(=O)O)NS(=O)(=O)Cc2ccccc2)cc1 (configuration not stated),1,-9,-11,14,-10,-13,-8,10
CCOC(=O)C1CCCN(C(=O)c2cc3ccccc3oc2=O)C1 (configuration not stated),14,-4,20,-5,-4,-4,-7,3
O=C(COC(=O)c1ccccc1Br)NCc1ccccc1,-8,-4,8,2,-13,-1,-17,-3
COc1cc(SC)ccc1C(=O)Nc1ccc2c(c1)CCN2S(C)(=O)=O,-2,-2,-42,8,5,-41,0,-5
CC(C)CC(=O)C1=C(O)C(=O)N(Cc2ccccc2)C1c1ccccc1 (configuration not stated),4,-11,1,9,13,4,-11,1
COc1cc(C2C3=C(CC(C)(C)CC3=O)OC(N)=C2[N+](=O)[O-])ccc1O (configuration not stated),-13,9,14,-3,1,8,1,3
Cc1sc2ncn(CC(=O)N3CCN(c4ccccn4)CC3)c(=O)c2c1S(=O)(=O)N1CCC(C)CC1,1,-2,3,7,-11,-5,-3,-13
CC(Sc1nnc(N)s1)C(=O)c1c(N)n(C)c(=O)n(C)c1=O (configuration not stated),-5,1,10,0,-7,-2,0,-2
O=c1cc(O)c2ccccc2n1Cc1ccccc1Cl,5,2,-3,8,-2,-15,0,5

# Some values from above.
# Cc1cc(C)cc(N(CCC(=O)Nc2nnc(C3CC3)s2)S(=O)(=O)c2ccc(Cl)cc2)c1 in SENP8 block has -10
# COc1cc(C2C3=C(CC(C)(C)CC3=O)OC(N)=C2[N+](=O)[O-])ccc1O (configuration not stated) in SENP7 inh has 1
# CC(Sc1nnc(N)s1)C(=O)c1c(N)n(C)c(=O)n(C)c1=O (configuration not stated) in UBC13 polyUb has 1

# (list continues)
SMILES,HKDC1 inh,UBC13 polyUb,697 NFkB inh,Apaf-1 inh,SENP7 inh,Jurkat NFkB inh,SENP8 block,Gli-Sufu block
Cc1cc(=O)oc2cc(Oc3ccc(C(N)=O)cc3[N+](=O)[O-])ccc12,2,0,-11,-11,8,-11,6,15
CC(CNC(=O)CN1C(=O)c2cccnc2Oc2ccc(Cl)cc21)c1ccccc1 (configuration not stated),-5,-14,-28,10,9,-3,8,-6
COC(=O)NNC(=O)c1cccc(C)c1,-2,8,14,-10,0,7,8,-10
COc1ccccc1C(=O)NCC(=O)Nc1cccnc1,.,-5,-2,3,7,-7,8,.
Cc1cccc(NC(NC(=O)Cc2ccccc2)C(Cl)(Cl)Cl)c1 (configuration not stated),-8,-3,18,23,-5,-7,-4,7
Cc1ccc(S(=O)(=O)Oc2ccc(/C=C3\C(=N)N4N=C(S(C)(=O)=O)SC4=NC3=O)cc2)cc1,15,-23,3,-2,4,6,8,-6
O=C(c1ccc(COc2ccc3ccccc3c2)o1)N1N=C(C(F)F)CC1(O)C(F)F (configuration not stated),8,1,-12,-2,5,-13,-6,3
COc1ccc2sc(-c3ccc(S(C)(=O)=O)cc3)c(-c3ccc(SC)cc3)c2c1,-2,?,-8,10,-5,-6,0,1
CCOc1ccc(NC(=S)N(CCN2CCOCC2)Cc2cc3cc4c(cc3[nH]c2=O)OCCO4)cc1,-4,4,9,-7,-6,2,6,19
Cc1nc(N2CCN(S(=O)(=O)c3ccc(Br)cc3)CC2)c2c(C)c(C)sc2n1,0,10,9,-18,11,10,-4,-1
CCOC(=O)C1=C(COC(=O)CCOc2ccc(C)cc2)NC(=O)NC1C (configuration not stated),0,2,21,8,9,16,-3,-13
CC(=O)OC1CCC2(C)C(COc3ccc4ccc(=O)oc4c3)C(C)(O)CCC2C1(C)C (configuration not stated),1,1,-8,21,-11,-2,-9,-2
O=C(CC1CCCCC1)N1CCN(c2ccccn2)CC1,6,1,14,-10,-6,-11,-15,1
COCCNC(=O)c1ccc(N2CC3CC(C2)c2cccc(=O)n2C3)c(NC(=O)c2ccc(Br)o2)c1 (configuration not stated),-8,-8,-40,10,-9,-7,0,-7
CCOC(=O)c1cnc(-n2nc(C)cc2C)nc1N1CC(C)OC(C)C1 (configuration not stated),5,-18,-2,4,-5,-15,2,2
CCC1(C)CC(C(N)=S)CCO1 (configuration not stated),-36,6,8,-3,-2,-16,-1,1
CCOC(=O)c1ccccc1NC(=O)c1cn(CC)c2nc(C)ccc2c1=O,-6,6,23,-6,5,12,6,10
COc1cccc(C(=O)COc2ccccc2N2C(=O)C3C4C=CC(C4)C3C2=O)c1 (configuration not stated),-3,6,-18,8,2,-33,-6,-2
CC1=C(Nc2ccc(C(=O)O)cc2)C(=O)c2ccccc2C1=O,16,-65,-10,18,-1,-6,2,2
O=C(c1ccc(Cl)cc1)N1CCN(c2ccc(F)cc2)CC1,0,5,-1,-9,1,-2,-2,5

# Quoted at random: four entries already listed.
SMILES,HKDC1 inh,UBC13 polyUb,697 NFkB inh,Apaf-1 inh,SENP7 inh,Jurkat NFkB inh,SENP8 block,Gli-Sufu block
O=C(c1ccc(Cl)cc1)N1CCN(c2ccc(F)cc2)CC1,0,5,-1,-9,1,-2,-2,5
CCC1(C)CC(C(N)=S)CCO1 (configuration not stated),-36,6,8,-3,-2,-16,-1,1
O=C(CC1CCCCC1)N1CCN(c2ccccn2)CC1,6,1,14,-10,-6,-11,-15,1
CC1=C(Nc2ccc(C(=O)O)cc2)C(=O)c2ccccc2C1=O,16,-65,-10,18,-1,-6,2,2

# (listing goes on)
SMILES,HKDC1 inh,UBC13 polyUb,697 NFkB inh,Apaf-1 inh,SENP7 inh,Jurkat NFkB inh,SENP8 block,Gli-Sufu block
CCC(=O)c1ccc(OCC(=O)N(Cc2nnc(-c3ccccc3Cl)o2)C2CC2)cc1,-4,6,-3,18,-16,0,0,2
Cc1noc(C)c1S(=O)(=O)NCC(=O)O,-3,-2,9,-2,-4,16,-2,22
CSC1=NCCN1C(=O)c1cccc(C(F)(F)F)c1,-3,-3,-38,10,4,-12,-2,3
CNC(=O)c1c(NC(=O)CCS(=O)(=O)c2ccc(Cl)cc2)sc2c1CCN(C(=O)OC)C2,-3,-2,20,6,-2,0,-3,-2
CCN(CC(=O)Nc1c(F)cccc1F)C(=O)CCCc1nc2ccccc2c(=O)[nH]1,-4,6,23,0,4,-11,14,-2
Cc1cc(Cl)ccc1NC(=S)NCc1ccc(Cl)cc1,0,10,17,13,-5,3,1,7
C[C@@]12CCC3[C@@](CCC4[C@@]3(C)CCC[C@@]4(C)C(=O)N3CCOCC3)(CC1=O)C2 (some centres not stated),1,-19,-1,6,-1,5,-9,3
Cc1ccccc1NCC(=O)N/N=C/c1ccc([N+](=O)[O-])cc1,12,3,5,-6,-8,11,-3,-4
Fc1ccc(Nc2ncnc3sccc23)cc1,-2,7,0,1,-3,-4,1,-30
COc1ccc(CCN(C(=O)C(F)(F)F)C(C(=O)NC2CCCCC2)c2ccc(C)s2)cc1OC (configuration not stated),5,-9,-11,8,-2,-7,1,2
Cc1sc2nc(CN3CCCC3)nc(N3CCC(C(N)=O)CC3)c2c1C,-5,4,3,9,9,-3,-7,1
CS(=O)(=O)N(CC(=O)Nc1ccc(Br)cc1F)C1CCCCC1,-4,-9,-11,-3,12,-5,-12,-4
Nc1cc(N)nc(SCC(=O)NCC2CCCO2)n1 (configuration not stated),-6,6,6,-11,9,9,6,1
COc1cc(C(=O)NCC(c2ccccc2)N(C)C)ccc1OCc1c(C)noc1C (configuration not stated),-4,2,6,-1,-7,34,13,3
CN(C)c1ccc(S(=O)(=O)NCC(=O)N2CCN(c3ccccc3)CC2)cc1[N+](=O)[O-],-5,-13,7,8,2,3,-4,-14
CCOC(=O)c1sc(C)c2c1NC(c1ccc(Cl)cc1)NC2=O (configuration not stated),-3,12,-43,9,-16,-14,-1,3
COc1ccc(-c2nnc(SCC(=O)O)n2C)cc1OC,10,-4,-1,-2,3,-1,4,-4
Cc1cc(C)c2c(CC(=O)O)c(C)[nH]c2c1,-4,8,4,1,-4,5,-14,3
CC(=O)c1ccc(S(=O)(=O)N(C)CC(=O)NCC2CCCCC2)cc1,-2,-3,2,4,-5,10,8,-5
C#CCNC(=O)C1=C[C@H](c2ccc3c(c2)OCO3)C[C@H](OCCCCO)O1,-2,-24,-25,20,-7,-33,7,-9
Fc1ccccc1NC(=S)NN(Cc1ccccc1)c1ccccc1,17,10,7,-6,7,6,2,-5
Clc1ccc(Cn2ncc3c(N4CCCC4)ncnc32)cc1,-2,-7,5,3,14,-3,-6,3
O=C1CN(C(=O)c2cccs2)c2ccccc2N1,3,1,5,-9,-1,4,0,5
CC(=O)CSc1nnc(-c2ccc(S(=O)(=O)N3CCOCC3)cc2)n1C,-6,4,12,3,6,-8,0,24
COc1ccc(CC(=O)OCc2cc3cccc(C)c3[nH]c2=O)cc1,-8,-2,-24,8,1,-16,2,0
O=S(=O)(c1ccccc1Cl)N1CCCC1c1nc(-c2ccccc2Cl)no1 (configuration not stated),5,8,-16,18,-3,-3,1,-4
COc1ccc(-c2nc(CN3CCCCC3c3nccn3C)c(C)o2)c(C)c1C (configuration not stated),1,16,3,10,-3,16,-2,24
CCCOc1ccc(/C(O)=C2/C(=O)C(=O)N(c3cc(C)on3)C2c2ccc(C(=O)OC)cc2)cc1 (configuration not stated),4,-12,12,8,5,-8,12,-5
O=C(COC(=O)c1ccc(Br)o1)NCc1ccco1,-2,-1,10,9,-4,-8,1,-16
Cc1nn(-c2ccccc2)c(C)c1/C=N/NC(=O)c1cc(-c2cccc3ccccc23)n[nH]1,-4,-24,-21,12,6,0,3,5
O=C(COc1ccccc1)Nc1c2c(nn1-c1ccc(F)cc1)CS(=O)(=O)C2,5,-1,2,4,3,0,-1,0
Cn1nnnc1SCC(=O)NCc1ccccc1,-6,1,9,4,2,-8,7,0
COc1ccc(NS(=O)(=O)c2cc(NC(=O)/C=C/c3ccccc3OC)ccc2N2CCCCC2)cc1,-2,-1,15,-15,5,15,7,27
COc1cc([N+](=O)[O-])cc2cc(C(=O)N3CCCC3)c(=O)oc12,10,3,12,-9,6,3,0,-12
CCOc1nc2cnccc2n(CC(=O)Nc2ccc(C)c(C)c2)c1=O,4,-4,1,-3,1,-4,10,7
COCCCN1C(=O)c2ccc(C(=O)OCC(=O)NCc3cccc(OC)c3)cc2C1=O,-5,2,2,3,-2,12,2,2
O=C(CSc1nc2ccccc2c(=O)[nH]1)N1CCN(c2ccccc2)CC1,-5,-5,8,14,-6,-5,5,10
COc1cc(Cl)c([C@@H]2C[C@H]3CN(c4ccccc4)C(=O)[C@]34CCCN24)cc1OC,-3,7,-1,-8,0,-4,-2,9
COc1cccc(NC(=S)NC(=O)c2cncc(Br)c2)c1,0,4,-44,-318,-6,18,-2,-2
COc1ccc(C(=O)COC(=O)c2c(C)noc2C)cc1Cl,1,6,1,1,-1,-15,-1,15
CCCCN(C(=N)N1CCCCC1)c1nc(C)c([N+](=O)[O-])c(=O)[nH]1,-4,-3,-17,-8,-1,-14,-2,-15
COC(=O)c1cn(C(=O)c2cc(Cl)ccc2Cl)c2ccccc12,-3,4,2,8,3,6,2,-13
CC1CN(S(=O)(=O)c2cn(C)c(=O)n(C)c2=O)CC(C)O1 (configuration not stated),-1,1,-9,7,-18,-13,-7,0
O=C(c1cc2ccccc2o1)N1CCN=C1SCc1cccc(F)c1,-1,2,-3,12,-8,8,2,7
Cc1nc2c(=O)[nH]c3ccccc3c2o1,0,0,14,-1,-1,-5,-1,3
COc1ccc(N2C(=O)C(CC(=O)Nc3ccccc3)N(Cc3ccc(OC)c(OC)c3)C2=O)cc1 (configuration not stated),-7,-4,-4,-11,0,0,-5,-2

# At a glance, some entries already given.
SMILES,HKDC1 inh,UBC13 polyUb,697 NFkB inh,Apaf-1 inh,SENP7 inh,Jurkat NFkB inh,SENP8 block,Gli-Sufu block
O=C(c1cc2ccccc2o1)N1CCN=C1SCc1cccc(F)c1,-1,2,-3,12,-8,8,2,7
Cc1nc2c(=O)[nH]c3ccccc3c2o1,0,0,14,-1,-1,-5,-1,3

# Screens: PubChem BioAssay, Sanford-Burnham Center for Chemical Genomics
